Mcl1-Bid inh = disrupts binding of human Mcl-1 to Bid peptide | Q07820 | TR-FRET Mcl-1/Bid-Dy647 peptide binding, 1536-well | inhibition, % at 21.7 µM | actives 0.97% (n = 220,000) | AID 1021;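 active means compounds that cut the binding signal by more than half at the single screening dose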;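 further: His-tagged Mcl-1 with europium anti-His antibody binding Bid BH3 peptide; 0% = Mcl-1 plus peptide wells and 100% = peptide-only wells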
RGS8-Gao = modulates binding of RGS8 to human Galphao; multiplexed bead flow cytometry; actives lie on both sides; P09471; AID 1423; response (percent of control binding), % at 10 µM; actives 0.34% (n = 220,000); in the data active means response below about 60% or above about 140%; inactive means in between;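 further: Galphao activated as the GDP aluminium fluoride complex binding bead-coupled RGS8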
Target sequence (P09471 whole entry, looked up): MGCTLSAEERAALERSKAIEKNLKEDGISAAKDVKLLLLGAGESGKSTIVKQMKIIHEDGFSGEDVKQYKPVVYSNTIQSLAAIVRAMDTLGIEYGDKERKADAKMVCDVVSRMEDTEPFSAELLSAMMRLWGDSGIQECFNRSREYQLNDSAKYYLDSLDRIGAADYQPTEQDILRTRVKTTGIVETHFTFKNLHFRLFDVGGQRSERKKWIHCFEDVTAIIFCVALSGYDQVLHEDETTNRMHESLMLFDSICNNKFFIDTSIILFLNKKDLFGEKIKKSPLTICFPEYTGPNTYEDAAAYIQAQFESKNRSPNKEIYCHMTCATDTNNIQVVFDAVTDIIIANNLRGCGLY
Bcl-B Bim block = inhibitors of Bim-Bcl-B interaction, human; bead-based flow cytometry, Bim peptide-Bcl-B binding; inhibition, % at 10 µM; actives 0.073% (n = 190,000); AID 951;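 further: 0% = tracer peptide without compound and 100% = reference inhibitor peptide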
Bim-Mcl-1 = human Bim-Mcl-1 interaction inhibition. Q07820. Bead-based flow cytometry, Bim peptide-Mcl-1 binding. inhibition, % at 10 µM. actives 0.1% (n = 190,000). AID 1009;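 further: 0% = no compound tracer wells and 100% = peptide blocker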
Mcl1-Noxa inh = disrupts binding of human Mcl-1 to Noxa peptide. Q07820. TR-FRET Mcl-1/Noxa peptide binding, 2 h. inhibition, % at 21.7 µM. actives 1.5% (n = 220,000);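 active means compounds that cut the protein-peptide binding signal by more than 50% relative to plate controls in a single-dose test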;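 further: His-tagged Mcl-1 with rhodamine Noxa BH3 peptide and terbium anti-His antibody; 0% = Mcl-1 plus Noxa peptide wells and 100% = peptide-only wells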
RGS4-Gao reg = human RGS4-Galphao interaction regulation | P09471 | Multiplexed bead flow cytometry, RGS4-Galphao binding; actives lie on both sides | binding response (% of control), % at 10 µM | actives 0.33% (n = 220,000) | AID 1415; in the data active means binding response below about 49% or above about 150%; inactive means in between;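 further: fluorescent Galphao activated with aluminum fluoride binding bead-coupled RGS4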
Bim-Bcl-XL = disrupts Bim peptide binding to human Bcl-XL | bead flow cytometry, fluorescence | Q07817 | AID 1007 | inhibition, % at 10 µM | actives 0.04% (n = 190,000)
Target sequence (Q07817 whole entry, looked up): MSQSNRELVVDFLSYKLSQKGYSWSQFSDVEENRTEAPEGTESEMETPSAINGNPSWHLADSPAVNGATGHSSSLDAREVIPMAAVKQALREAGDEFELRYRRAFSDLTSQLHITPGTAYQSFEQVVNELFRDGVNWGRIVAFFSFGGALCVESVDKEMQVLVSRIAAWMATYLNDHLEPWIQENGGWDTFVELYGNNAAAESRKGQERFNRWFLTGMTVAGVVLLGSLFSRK
Bim-Bfl-1 = inhibitors of Bim-Bfl-1 interaction, human; Q16548; inhibition, % at 10 µM; AID 1008; actives 0.12% (n = 190,000); Bead-based flow cytometry, Bim-Bfl-1 binding inhibition;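 further: 0% = wells without compound plus tracer and 100% = blocker peptide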
Bcl-W Bim block = disrupts Bim peptide binding to human Bcl-W. Q92843. bead-based flow cytometry. inhibition, % at 10 µM. actives 0.02% (n = 190,000). AID 952;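 further: 0% = bound tracer without compound and 100% = peptide blocker; higher means less fluorescent Bim peptide bound to Bcl-W beads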
Target sequence (Q92843 whole entry, looked up): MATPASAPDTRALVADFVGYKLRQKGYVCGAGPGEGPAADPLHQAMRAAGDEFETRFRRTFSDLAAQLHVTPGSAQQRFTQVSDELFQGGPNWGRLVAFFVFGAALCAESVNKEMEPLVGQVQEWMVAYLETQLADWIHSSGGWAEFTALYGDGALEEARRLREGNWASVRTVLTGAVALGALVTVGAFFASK
RGS7-Gao = human RGS7-Galphao interaction regulation; P09471; Multiplexed bead flow cytometry, RGS7-Galphao binding; actives lie on both sides; binding response (% of control), % at 10 µM; actives 0.35% (n = 220,000); in the data active means binding response below about 49% or above about 150%; inconclusive means no clear call, values can overlap the other calls; inactive means in between;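 further: fluorescent Galphao held in activated GDP-AlF4 state binding bead-coupled RGS7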
Bim-Bcl-2 = human Bim-Bcl-2 interaction inhibition. P10415. Bead-based flow cytometry, Bim peptide-Bcl-2 binding. inhibition, % at 10 µM. actives 0.06% (n = 190,000). AID 950; in the data active means inhibition above about 40%; inconclusive means no clear call, values can overlap the other calls;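 further: 0% = no compound wells with probe peptide and 100% = reference peptide inhibitor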
Target sequence (P10415 whole entry, looked up): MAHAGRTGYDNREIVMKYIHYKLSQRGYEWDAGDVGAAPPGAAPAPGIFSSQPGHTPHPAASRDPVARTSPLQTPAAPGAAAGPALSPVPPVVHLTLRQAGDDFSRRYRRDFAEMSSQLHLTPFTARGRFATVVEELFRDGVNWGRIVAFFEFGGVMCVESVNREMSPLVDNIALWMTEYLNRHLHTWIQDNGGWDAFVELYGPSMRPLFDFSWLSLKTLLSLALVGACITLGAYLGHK
Active calls of the source: *; ? = inconclusive; nt = not tested or not shown; [ ] = dose if it differs, or a comment. Unless noted, no stated cut-off is given here; in the data, active means inhibition above about 40%.

SMILES	Mcl1-Bid inh	RGS8-Gao	Bcl-B Bim block	Bim-Mcl-1	Mcl1-Noxa inh	RGS4-Gao reg	Bim-Bcl-XL	Bim-Bfl-1	Bcl-W Bim block	RGS7-Gao	Bim-Bcl-2
O=C(COc1ccc(NC(=O)c2ccccc2[N+](=O)[O-])cc1)c1ccc(F)cc1	-33.7	101.7	-3.0	0.0	2.2	100.8	0.0	-3.0	0.0	94.7	0.0
Cc1cc(Cl)ccc1NC(=O)CSc1nnc(Cc2cccs2)n1Cc1ccco1	-32.9	80.4	-11.0	0.0	-5.2	64.2	-1.0	-10.0	2.0	86.8	-6.0
COc1ccc(/C(N)=N/OC(=O)CSc2ccccc2)cc1OC	-20.9	98.0	-5.0	2.0	5.6	96.3	-1.0	-9.0	3.0	101.9	-1.0
Cc1ccc(NC(=O)c2ccccc2OCC(=O)c2ccc(F)cc2)cc1	-8.2	95.2	-6.0	-4.0	-3.7	90.0	-7.0	-9.0	-4.0	87.2	-2.0
Cc1ccccc1NC(=S)N(CCc1c(C)[nH]c2ccc(F)cc12)Cc1cccnc1	-37.2	101.1	-5.0	0.0	9.6	98.4	-3.0	-11.0	-1.0	101.1	-5.0
COc1ccc(CCNC(=O)c2ccc(CNS(=O)(=O)c3ccccc3)cc2)cc1OC	-34.4	92.4	-6.0	-3.0	-9.7	100.9	-3.0	-2.0	-1.0	96.4	0.0
Cn1c(=O)c2c(nc(CN3CCN(c4ccc(F)cc4)CC3)n2CCN2CCOCC2)n(C)c1=O	1.8	98.2	nt	nt	17.0	98.6	nt	nt	nt	?	nt
CCN(CC)CCNC(=O)CS(=O)Cc1nc(-c2ccccc2Cl)oc1C (centres undefined)	-23.8	103.2	-1.0	1.0	-7.4	102.3	-3.0	-4.0	-5.0	99.2	-4.0
CCOc1ccc(CC(=O)NNC(=S)Nc2ccc(OC)c(OC)c2)cc1	-39.1	99.5	-20.0	-2.0	-6.2	102.8	-6.0	-2.0	1.0	98.1	-4.0
COc1cccc(C2=NOC(C(=O)N3CCOCC3)C2)c1 (centres undefined)	-5.4	101.8	3.0	1.0	2.5	100.7	-1.0	0.0	0.0	99.7	-3.0
Cc1cc(NC(=O)CSc2nnnn2-c2ccc(C)c(C)c2)no1	-1.7	95.7	-1.0	-1.0	4.7	94.4	-4.0	-3.0	0.0	94.7	-4.0
COc1ccc(/C=C/S(=O)(=O)NCc2ccccc2)cc1OC	9.0	109.4	-6.0	-2.0	-9.5	97.1	0.0	-6.0	0.0	96.3	0.0
CCOC(=O)C(Cc1ccccc1)NC(=O)CNC(=O)CNC(=O)OCc1ccccc1 (centres undefined)	-11.2	99.1	-7.0	-3.0	7.0	99.3	-9.0	-15.0	-3.0	101.4	-7.0
Cc1ccccc1-n1c(SCc2c(C)noc2C)nnc1-c1c[nH]c2ccccc12	-3.6	98.5	-1.0	-7.0	6.6	102.0	-1.0	0.0	-3.0	102.3	-9.0
Cc1nc2cc(NC(=O)N3c4ccccc4CC3C)ccc2n1C (centres undefined)	-2.2	100.4	-2.0	-1.0	0.0	102.1	-1.0	-1.0	-3.0	99.4	-1.0
COc1ccc(-c2c[n+](CC(=O)N3c4ccccc4Sc4ccccc43)c3n2CCC3)cc1	-13.2	98.4	nt	nt	16.5	101.6	nt	nt	nt	?	nt
COc1ccc(C2C(C(N)=O)=C(C)Nc3nc(-c4ccccc4)nn32)cc1OC (centres undefined)	-4.7	100.0	-7.0	-5.0	7.5	98.5	-9.0	-11.0	-7.0	97.6	-8.0
Oc1ccc2nc(Cc3ccccc3)[nH]c2c1	-23.1	102.6	-5.0	0.0	5.8	99.6	-3.0	-7.0	0.0	100.5	-8.0
O=C(CSc1ncn[nH]1)Nc1ccc(Br)cc1F	-1.4	101.5	-2.0	-2.0	-6.3	100.5	-3.0	0.0	1.0	98.5	0.0
CN(c1ccc(C(=O)NCC2CCCO2)cc1)S(C)(=O)=O (centres undefined)	-31.3	104.0	-10.0	-9.0	8.2	102.9	-11.0	-18.0	-6.0	102.5	-12.0
Nc1ccccc1Sc1ccccc1[N+](=O)[O-]	-35.8	101.0	-5.0	-4.0	9.4	101.4	-8.0	-2.0	-3.0	101.2	-3.0
Cc1cc(NCCCn2ccnc2)n2nc(C)c(-c3ccccc3)c2n1	-4.5	101.2	-8.0	-4.0	25.7	99.1	-7.0	-16.0	-1.0	100.4	-8.0
CCOC(=O)c1cc2c(C)[nH]c(C)c2cc(C(=O)OCC)c1=O	-16.7	99.9	-4.0	2.0	22.6	96.1	-2.0	-4.0	3.0	98.8	-2.0
O=C(CN1CCN(Cc2ccc3c(c2)OCO3)CC1)Nc1ccc(N2CCOCC2)cc1	-35.6	99.1	-3.0	-1.0	4.8	100.2	-1.0	-1.0	0.0	98.2	-2.0
CCc1ccc[n+](-c2[nH]c(=O)sc2/C=N/NC([S-])=Nc2ccccc2)c1	-23.6	102.2	-12.0	-7.0	47.3	99.5	-6.0	-6.0	-5.0	98.1	-9.0

Continued:
SMILES	Mcl1-Bid inh	RGS8-Gao	Bcl-B Bim block	Bim-Mcl-1	Mcl1-Noxa inh	RGS4-Gao reg	Bim-Bcl-XL	Bim-Bfl-1	Bcl-W Bim block	RGS7-Gao	Bim-Bcl-2
O=C(COC(=O)CCc1c[nH]c2ccccc12)NC(c1ccccc1)c1ccccc1	-84.5	102.1	-7.0	-10.0	29.1	101.4	-7.0	-15.0	-3.0	103.9	-14.0
COc1cccc(-n2nnc3c(=O)n(CC(=O)Nc4cc(C)on4)cnc32)c1	-25.0	102.8	1.0	0.0	-6.8	108.1	1.0	-4.0	0.0	106.4	-3.0
CSc1ccccc1C(=O)N1CCCCC1	-22.3	101.8	-3.0	0.0	15.4	104.2	-1.0	-5.0	0.0	110.9	0.0
N#C/C(C(=O)NCc1ccco1)=C1/SC=C(c2ccccc2)N1c1ccccc1	-34.5	104.9	-11.0	-4.0	-55.2	102.6	-9.0	0.0	-2.0	106.9	-3.0
CCCC(=O)OCC(=O)Nc1ccc2c(c1)OCO2	-13.2	101.0	-6.0	-1.0	-0.9	99.4	-4.0	-5.0	-1.0	?	-4.0
CCC1=C(OC(=O)N(CC)CC)N2C(=O)OC(=NCc3ccccc3)[C@]2(C)[C@H]2C1=CC[C@H]1C(=O)NC(=O)[C@H]12	-51.1	89.7	nt	nt	-13.5	79.3	nt	nt	nt	?	nt
COc1cccc(Cn2nnc(C(=O)Nc3cc(C)ccc3OC)c2N)c1	-26.6	100.5	-6.0	0.0	-13.8	98.8	-2.0	-12.0	0.0	100.2	-10.0
Cc1cccc2cc(C#N)c(N3CCN(C)CC3)nc12	-10.3	102.7	0.0	0.0	30.8	101.4	-2.0	0.0	3.0	100.5	-1.0
COc1cc(NC(=O)c2cc3nc(C4CC4)cc(C(F)(F)F)n3n2)c(OC)cc1Cl	-23.2	102.1	-8.0	-2.0	30.1	97.5	-6.0	-16.0	-1.0	96.7	-11.0
CCOc1cc(/C=N/NC(=O)COc2cccc(C)c2)ccc1OC(=O)c1cccs1	8.4	104.4	-8.0	-2.0	-9.4	102.8	-7.0	-15.0	-2.0	108.0	-12.0
CC1CCN(CCCn2c(SCC(=O)Nc3ccccc3Cl)nc3ccccc3c2=O)CC1	-11.3	145.0*[activator]	-1.0	-2.0	18.9	119.5	-1.0	0.0	-1.0	126.8	-1.0
CCn1c(COc2ccc(=O)n(-c3ccccc3)n2)nnc1SCc1ccc(C)cc1	0.2	100.1	0.0	0.0	5.5	101.1	0.0	-8.0	2.0	99.2	-3.0
Cc1ccc(-c2nnn(CC(=O)N(CC3CCCO3)C(C(=O)NC(C)(C)C)c3ccc(F)cc3)n2)o1 (centres undefined)	-21.6	102.6	-8.0	-4.0	1.4	104.8	-8.0	-19.0	-3.0	99.1	-9.0
COC(=O)c1cc(OC)c(OC)cc1NC(=O)CN1CCCCC1	-22.1	103.7	-7.0	1.0	-1.2	101.5	1.0	-14.0	-1.0	97.6	-9.0
Cc1cc(OCC(=O)O/N=C(\N)Cc2cccs2)ccc1Br	-6.0	103.5	2.0	1.0	40.1	105.1	0.0	0.0	2.0	102.9	0.0
COc1ccc2nc(SCC(=O)Nc3nonc3C)[nH]c2c1	-8.3	101.0	1.0	8.0	-2.6	99.1	-1.0	-1.0	4.0	105.1	0.0
Fc1ccccc1Nc1n[nH]c(=S)s1	-65.4	97.6	-27.0	-10.0	16.4	100.3	-12.0	-6.0	-8.0	?	-11.0
CCN(CC)S(=O)(=O)c1ccc(C(=O)Oc2ccc3c(c2)OCO3)cc1	-7.3	101.9	-7.0	0.0	13.9	105.5	-2.0	-11.0	0.0	101.3	-9.0
O=C(OCCOc1ccccc1Cl)c1ccc(-n2cnnn2)cc1	1.8	98.1	0.0	-4.0	5.4	97.9	-1.0	-3.0	-3.0	99.2	-3.0
O=C(Oc1ccc(Cl)cc1)c1ccc(N2CCOCC2)c([N+](=O)[O-])c1	-33.4	101.4	-3.0	-6.0	31.4	105.4	-5.0	3.0	-4.0	98.2	-1.0
Clc1cccc(-c2cc3nc4c(c(NCc5ccco5)n3n2)CCCC4)c1	-31.8	102.5	-14.0	-6.0	12.1	102.7	-9.0	-21.0	-1.0	98.8	-9.0
Cc1ccc(NC(=S)NCCC2=CCCCC2)cc1	-23.8	101.4	0.0	4.0	9.1	105.6	-1.0	-1.0	0.0	107.1	0.0
CC(C)C(=O)Nc1ccccc1C(=O)OCC(=O)c1ccc2c(c1)OCCO2	17.6	106.2	-4.0	-4.0	15.3	101.6	-6.0	-3.0	-5.0	100.7	-5.0
CCCCc1nnc(NC(=O)CSc2nc(N)cc(=O)[nH]2)s1	-6.0	90.8	-2.0	-1.0	0.3	99.0	-1.0	-7.0	-4.0	107.3	-2.0
CCOC(=O)C1CCN(C(=O)CCCN2C(=O)c3ccccc3C2=O)CC1	-14.4	95.8	0.0	0.0	-5.3	99.6	-1.0	0.0	0.0	102.0	-3.0
O=C1CSC(c2cccc([N+](=O)[O-])c2)N1c1ccc(O)cc1 (centres undefined)	-5.0	97.6	-1.0	4.0	9.3	99.5	-4.0	-3.0	-4.0	100.0	-2.0
CCOC(=O)c1cc(CC)sc1NC(=O)Cc1ccsc1	-40.4	100.2	-7.0	-1.0	-1.6	94.3	-6.0	-12.0	0.0	95.9	-11.0
Cc1ccc(SCCC(=O)Nc2cccc(N(C)S(C)(=O)=O)c2)cc1	-19.6	117.4	-7.0	-4.0	-8.4	126.9	-12.0	1.0	-5.0	125.3	-4.0
O=C(Nc1nc2ccccc2[nH]1)C1CC(=O)N(c2ccc3c(c2)OCCO3)C1 (centres undefined)	-9.4	102.8	-8.0	3.0	31.2	94.3	-9.0	-14.0	0.0	93.3	-7.0

Copied from the listing for reference:
SMILES	Mcl1-Bid inh	RGS8-Gao	Bcl-B Bim block	Bim-Mcl-1	Mcl1-Noxa inh	RGS4-Gao reg	Bim-Bcl-XL	Bim-Bfl-1	Bcl-W Bim block	RGS7-Gao	Bim-Bcl-2
O=C(COc1ccc(NC(=O)c2ccccc2[N+](=O)[O-])cc1)c1ccc(F)cc1	-33.7	101.7	-3.0	0.0	2.2	100.8	0.0	-3.0	0.0	94.7	0.0
Cc1cc(Cl)ccc1NC(=O)CSc1nnc(Cc2cccs2)n1Cc1ccco1	-32.9	80.4	-11.0	0.0	-5.2	64.2	-1.0	-10.0	2.0	86.8	-6.0
COc1ccc(/C(N)=N/OC(=O)CSc2ccccc2)cc1OC	-20.9	98.0	-5.0	2.0	5.6	96.3	-1.0	-9.0	3.0	101.9	-1.0
